Screening data as filed in PubChem BioAssay.
VLA-4 inh – inhibition in a human VLA-4 binding assay | VLA-4 expressing cells, ligand binding flow cytometry | inhibition, % (about 7 µM as worked out from the volumes in the protocol) | P13612 | actives 0.2% (n = 330,000); in the data active = inhibition above about 50%
procasp3 activ – activates human procaspase-3; recombinant procaspase-3 D3A, Ac-DEVD-pNA absorbance 405 nm; P42574; activation, % at 8.5 µM; AID 463141; actives 0.11% (n = 330,000);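 active = activation above the mean of all tested compounds plus 3 SD, cut at about 21% in these data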;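 also: 0% = DMSO alone and 100% = DMSO wells spiked with extra 5 µM PC-3 D3A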
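Test system: Procaspase-3 D3A mutant, all three cleavage aspartates alanine | Dosing: Single dose, 8.5 µM nominal compound, 0.8% DMSO | Schedule: 1 h preincubation, 2 h reaction | Technique: 405 nm absorbance of p-nitroaniline, reads at 0 and 120 min | Repeats: One well per compound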
proCasp7 act – activates human procaspase-7, counter-screen for procaspase-3 activators; P55210; activation, % at 8.5 µM; actives 0.093% (n = 330,000); recombinant procaspase-7, Ac-DEVD-pNA absorbance 405 nm; D23A/D198A/D206A triple mutant, cannot self-cleave; scale: DMSO 0, 5 µM enzyme 100;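 active = percent activation above the screen-wide mean plus 3 SD, cut at about 25% in these data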
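buffer or medium = Zinc-free HEPES/NaCl buffer, pH 7.4 | material = Procaspase-7 triple mutant (PC-7 D3A) | input = 2 µM procaspase-7 mutant as dispensed | signal = Epi-absorbance of released pNA at 405 nm, two timepoints | timing = 1 h preincubation, 2 h reaction | replicates = singlicate compound testing | evaluation = % activation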
JMJD2C inh – human JMJD2C demethylase inhibition | Q9H3R0 | GST-JMJD2C(1-420) H3K9me3 demethylation, DELFIA europium | inhibition, % at 2.35 µM | actives 0.069% (n = 330,000) | AID 2099;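 active = more than half of a compound's replicate wells show inhibition beyond 50%, single wells judged on their own value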;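 also: signal counts dimethyl H3K9 product captured on neutravidin plate; 0% = median of DMSO wells and 100% = 0.3 times that DMSO median; strong numbers were not always called active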
Target sequence (Q9H3R0 1-420 limits assumed): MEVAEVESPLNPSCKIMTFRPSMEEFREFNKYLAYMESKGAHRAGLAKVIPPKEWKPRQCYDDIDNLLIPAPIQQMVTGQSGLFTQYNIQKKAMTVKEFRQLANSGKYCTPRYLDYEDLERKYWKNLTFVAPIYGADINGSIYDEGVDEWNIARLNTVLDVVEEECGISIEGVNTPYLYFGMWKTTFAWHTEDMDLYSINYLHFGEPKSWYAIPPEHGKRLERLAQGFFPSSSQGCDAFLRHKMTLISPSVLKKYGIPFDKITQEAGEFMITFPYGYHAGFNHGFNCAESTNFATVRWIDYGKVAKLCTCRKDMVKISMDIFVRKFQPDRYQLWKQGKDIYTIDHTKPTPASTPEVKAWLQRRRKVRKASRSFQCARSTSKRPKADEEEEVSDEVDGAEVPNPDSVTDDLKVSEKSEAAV
PP1 inh – blocks human PP1-alpha phosphatase, a PP5 counter-screen; P62136; inhibition, % at 6.7 µM; AID 2235; actives 0.9% (n = 320,000); purified PP1alpha, OMFP fluorescence;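 active = inhibition above the mean inhibition of all tested compounds plus 3 SD, computed separately for each screening campaign, cut at about 15% in these data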
CTSL1 counter – cathepsin L1 inhibition, PFM18AAP counter-screen; recombinant F. hepatica cathepsin L1, Z-Leu-Arg-MCA fluorescence; inhibition, % at 5.96 µM; actives 0.49% (n = 300,000); AID 1906;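 active = inhibition above the mean of all tested compounds plus 3 SD, set per screening campaign, cut at about 17% in these data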;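 also: 0% = plate median of test compound wells and 100% = 1 µM Z-Phe-Ala-diazomethylketone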
PP5 primary – PP5 (human) phosphatase inhibition; P53041; purified PP5c, OMFP substrate fluorescence; inhibition, % at 6.7 µM; actives 0.18% (n = 320,000);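 active = inhibition above the campaign's mean inhibition across all tested compounds plus 3 SD, cut at about 9.5% in these data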;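 also: 0% = DMSO only and 100% = 100 µM cantharidin control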
Target sequence (P53041 whole entry, looked up): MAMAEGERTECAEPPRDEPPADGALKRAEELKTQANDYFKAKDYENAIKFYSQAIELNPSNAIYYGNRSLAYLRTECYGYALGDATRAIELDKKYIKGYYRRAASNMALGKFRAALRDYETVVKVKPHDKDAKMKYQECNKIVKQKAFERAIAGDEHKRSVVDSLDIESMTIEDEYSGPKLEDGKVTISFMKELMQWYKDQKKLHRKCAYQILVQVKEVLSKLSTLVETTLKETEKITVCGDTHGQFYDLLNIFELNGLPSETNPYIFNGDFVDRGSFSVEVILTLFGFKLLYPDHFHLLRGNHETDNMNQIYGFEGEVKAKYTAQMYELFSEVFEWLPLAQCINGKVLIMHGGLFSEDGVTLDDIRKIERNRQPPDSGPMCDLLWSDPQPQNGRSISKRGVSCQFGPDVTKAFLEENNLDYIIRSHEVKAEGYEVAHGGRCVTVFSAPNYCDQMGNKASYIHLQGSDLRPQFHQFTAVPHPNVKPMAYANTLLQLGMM
core dimer inh – blocks dimerization of HCV core protein; TR-FRET GST/Flag-core106 dimerization, 1536-well; inhibition, % at 5 µM; actives 0.33% (n = 300,000);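 active = inhibition above the mean of all tested compounds plus 3 SD, set per screening campaign, cut at about 45% in these data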
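test system = GST/Flag-tagged HCV core106 proteins | probe or stimulus = Eu donor and XL665 acceptor anti-tag antibodies | times = compound-protein-antibody incubation 4 h at 22.5 °C | signal = TR-FRET, excitation 340 nm, emission 617 and 671 nm | measure = percent inhibition of core106 dimerization signal | controls = wells lacking GST-core106 and wells with excess unlabelled core106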
GRK2 aptamer HTS – human GRK2 inhibition via aptamer displacement | P25098 | bead flow cytometry, FAM-aptamer displacement from GRK2 | inhibition of aptamer binding, % at 10 µM | actives 0.59% (n = 330,000) | AID 488847;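 active = inhibition of aptamer binding above 40%, roughly 3 SD of noise, on plates passing a quality check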;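 also: median bead fluorescence of bound FAM aptamer so fluorescent compounds give negative values; no value below 0 was filed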
Numbers without * were called inactive; nt = no result given.

item | Compound | VLA-4 inh | procasp3 activ | proCasp7 act | JMJD2C inh | PP1 inh | CTSL1 counter | PP5 primary | core dimer inh | GRK2 aptamer HTS
1 | O=S(=O)(NC1CC1)c1ccc(S(=O)(=O)N2CCCc3ccccc32)cc1 | 7 | 11 | -6 | 2 | -1 | -1 | 3.4 | 5 | 2
2 | COC(=O)C1=CN(Cc2ccc(C)cc2)C=C(C(=O)OC)C1c1ccc(F)c(F)c1 | 7 | 11 | 14 | -22 | -2 | -2 | 1.2 | 10 | 0
3 | COc1ccc(NS(=O)(=O)c2cccc(C(=O)N/N=C/c3ccccn3)c2)cc1 | 7 | -2 | 1 | -1 | 3 | 2 | -0.4 | -5 | 1
4 | Nc1[nH]n2c(=O)c3c(nc2c1N=Nc1ccc(Cl)cc1)CCCC3 | 4 | 0 | 1 | -2 | 5 | 3 | -3.7 | 6 | 8
5 | COc1cc(C2C(C(=O)c3ccc(C)o3)=C(O)C(=O)N2c2cc(C)on2)cc(OC)c1OC (stereo not drawn) | 7 | 3 | -41 | 5 | 3 | 0 | -0.7 | 1 | 0
6 | CCOC(=O)C1CCN(C(=O)C(CCSC)NC(=O)COc2ccccc2)CC1 (stereo not drawn) | -1 | 0 | -12 | 3 | -1 | nt | 2.4 | nt | 2
7 | Cc1ccc(C(=O)O)cc1N=Cc1cc(Br)cc(Br)c1O | -7 | -1 | 1 | 3 | 3 | -1 | -1.8 | -7 | 6
8 | CN1CCN(S(=O)(=O)c2ccc(N(C)CC(=O)Nc3ccc(F)cc3)nc2)CC1 | 23 | 1 | 5 | 0 | -4 | 5 | 0.5 | -2 | 0
9 | Cc1cccc(N(CC(=O)NC2CCCCC2)C(=O)CCC(=O)Nc2nccs2)c1 | 3 | 2 | -3 | 25 | -2 | 0 | -1.0 | 4 | 2
10 | CCN(CC)CCCNC(CC(=O)Nc1cccc([N+](=O)[O-])c1)C(=O)O (stereo not drawn) | 1 | 9 | -2 | -9 | 1 | -3 | 2.6 | -13 | 0
11 | O=C(CN1CCN(S(=O)(=O)c2ccccc2)CC1)Nc1ccccc1C(=O)c1ccccc1 | -25 | -9 | -4 | -9 | 2 | 1 | 3.1 | 16 | 2
12 | Cc1cc(C(=O)CN2CCC(C)CC2)c(C)n1-c1ccccc1F | 6 | 10 | 2 | -13 | 1 | 1 | 5.1 | 2 | 0
13 | CCCc1cc(=O)[nH]c2nnc(SCC(=O)NC3CCCCC3)n12 | 10 | 2 | 0 | 10 | -1 | -1 | -0.2 | -3 | 1
14 | COC(=O)NCCOc1cc(C)ccc1C | 15 | 2 | 0 | 0 | -7 | -2 | 1.8 | -6 | 0
15 | COC1(OC)N=C(N)C2(C#N)C(c3ccc(C)cc3)C12C#N (stereo not drawn) | 11 | -3 | 4 | -9 | -3 | -2 | 2.5 | -3 | 0
16 | Cc1c(C=O)c2ccccn2c1C(=O)c1ccncc1 | 12 | 0 | 6 | -3 | -3 | 4 | -1.3 | -2 | 2
17 | O=C(CNS(=O)(=O)c1ccc(Cl)c(C(F)(F)F)c1)NC1CCCCC1 | 9 | 3 | -1 | 4 | 3 | nt | 4.7 | nt | 0
18 | O=C(CCN1C(=O)C2C3C=CC(C3)C2C1=O)Nc1c(F)cccc1F (stereo not drawn) | 10 | 2 | 6 | 4 | -1 | -4 | 0.1 | -2 | 0
19 | Clc1ccc(OCCN2CCCCC2)cc1Cl | -3 | 1 | 4 | -4 | 4 | 1 | 1.7 | -8 | 0
20 | CCOc1ccc(N2C(=O)CC(Sc3ncccn3)C2=O)cc1 (stereo not drawn) | 14 | -27 | -27 | -8 | -3 | 1 | 2.0 | -3 | 0
21 | CSc1ncc(C(=O)Nc2cccc(Cl)c2C)c(C)n1 | 0 | 1 | -5 | -18 | 0 | -2 | 1.2 | -18 | 2
22 | CCc1ccc(NC(=O)CS(=O)CC(=O)N2CCN(c3ccccc3F)CC2)cc1 (stereo not drawn) | 8 | 3 | -5 | -8 | 3 | 4 | 2.5 | -3 | 0
23 | CCC(C)Sc1ccc(-c2nc3ccc(C)cn3c2NCc2ccccc2)cc1OC (stereo not drawn) | -24 | 10 | 21 | -4 | 12 | 0 | 7.0 | -7 | 0
24 | COc1ccc2c(c1)c(C(=O)N/N=C/c1ccc(O)c(O)c1)c(C)n2C | -12 | -6 | -4 | 2 | -13 | -3 | 3.6 | -9 | 1
25 | O=C(CSc1ccsc1[N+](=O)[O-])N1CCN(c2ccc(Cl)cc2)CC1 | -6 | -5 | -10 | -8 | 4 | 3 | 0.0 | 67* | 2
26 | CCOc1ccc(NC(=O)c2ccc(OC)cc2)cc1 | 2 | 1 | 1 | 10 | 0 | 0 | 2.1 | -5 | 1
27 | COc1ccc(-c2nc3ccccn3c2Cl)cc1 | 10 | 0 | -2 | 11 | -1 | -2 | -1.8 | 6 | 0
28 | Cc1cccc(NC(=O)Cn2cc(C(=O)C3CC3)c3ccccc32)c1 | 1 | 1 | -2 | -1 | 0 | -2 | 1.6 | -1 | 0
29 | Cc1sc(NC(=O)Cn2nc(C(F)(F)F)cc2C)c(C(=O)OC(C)C)c1C | 19 | 11 | -10 | 5 | -2 | 4 | 4.8 | -3 | 0
30 | O=S(=O)(NCC(c1ccco1)N1CCc2ccccc2C1)c1ccc(F)cc1 (stereo not drawn) | 2 | -8 | 2 | 2 | 5 | -1 | 4.7 | 2 | 0
31 | C[C@H](NC(=O)[C@@H]1CSC2c3ccccc3C(=O)N21)C(=O)NCCc1ccc(F)cc1 (stereo partly drawn) | 14 | 4 | 2 | 5 | -2 | 3 | 0.7 | 3 | 3
32 | O=C(N/N=C/c1ccc([N+](=O)[O-])s1)c1ccccc1 | -46 | -9 | -3 | -4 | 5 | 13 | -1.8 | -8 | 1
33 | COc1ccc(CCNC(=S)N2CCN(S(=O)(=O)c3ccc(Cl)cc3)CC2)cc1 | 8 | 2 | 6 | -3 | -4 | -7 | 0.2 | 0 | 0
34 | O=C1CC(NS(=O)(=O)c2ccccc2)CN1c1ccc2c(c1)OCCO2 (stereo not drawn) | -26 | -2 | 10 | 8 | -1 | -2 | -0.1 | 2 | 0
35 | O=C(CSc1nnc(-c2ccccc2)n1-c1ccccc1)c1ccc[nH]1 | 5 | 2 | -2 | 6 | 2 | -1 | 4.2 | 21 | 0
36 | CCCOc1ccccc1C(=O)N(Cc1cccs1)C1CCS(=O)(=O)C1 (stereo not drawn) | 13 | 5 | 0 | 6 | 2 | 0 | 2.1 | 8 | 2
37 | COc1ccc(/C=N\N=C2/SC(CC(=O)O)C(=O)N2c2ccc(O)cc2)cc1OC (stereo not drawn) | 3 | -10 | 3 | 2 | 3 | 11 | -5.3 | 4 | 0
38 | Nc1nc(CN2CCN(Cc3ccccc3)CC2)nc(Nc2ccc3c(c2)OCCO3)n1 | -5 | 6 | 9 | -3 | -7 | -2 | -2.4 | -2 | 3
39 | CC1CC(C)CN(C(=O)Cn2c(=O)oc3cc(S(=O)(=O)N4CCCC4)ccc32)C1 (stereo not drawn) | -1 | 6 | 12 | 1 | -3 | 2 | -0.4 | 0 | 0
40 | COc1ccc(NC(=O)COc2cccc3c2CCN(C)C3=O)c(OC)c1 | 9 | 2 | 10 | -2 | -3 | -1 | 0.9 | -2 | 0
41 | C=CCN(c1ccccc1)S(=O)(=O)c1cccc2cccnc12 | 5 | -1 | 6 | 4 | 0 | -5 | 1.0 | 2 | 1
42 | CCCN1CCN(C(=O)C(C)n2nc(C)c3sc4ccccc4c3c2=O)CC1 (stereo not drawn) | -6 | -3 | 11 | -1 | -4 | 0 | 0.3 | -5 | 0
43 | CN1CCN(S(=O)(=O)c2ccc(N3CCN(S(=O)(=O)c4cccs4)CC3)nc2)CC1 | -4 | 4 | 4 | 8 | -3 | -1 | -0.7 | -4 | 0
44 | CC(C)c1ccc(N(C(=O)c2csnn2)C(C(=O)NC(C)(C)C)c2ccncc2)cc1 (stereo not drawn) | 11 | 2 | -2 | 4 | -1 | 1 | 0.3 | -3 | 2
45 | CN(C)S(=O)(=O)c1cccc2c1C(=O)c1ccccc1C2=O | -2 | -10 | -6 | 8 | -2 | 0 | 1.5 | 12 | 3
46 | Cc1ccc(Nc2nc(N)nc(CN3CCN(Cc4ccccc4)CC3)n2)cc1Cl | -17 | 12 | -1 | -7 | 0 | -1 | 0.1 | -1 | 1
47 | COc1cccc(NC(=O)CCNS(=O)(=O)c2ccc(Br)s2)c1 | -1 | -8 | -9 | 6 | 6 | 5 | -2.3 | -2 | 6
48 | COc1ccccc1CNC(=O)COc1cc2c(c3oc(=O)cc(C)c13)CCC(C)(C)O2 | 2 | -1 | -8 | nt | -4 | 3 | 3.6 | 2 | 5

Three entries from above, sorted by the number in core dimer inh, largest number first:
cpd	structure	VLA-4 inh	procasp3 activ	JMJD2C inh	PP5 primary	core dimer inh	GRK2 aptamer HTS
39	CC1CC(C)CN(C(=O)Cn2c(=O)oc3cc(S(=O)(=O)N4CCCC4)ccc32)C1 (stereo not drawn)	-1	6	1	-0.4	0	0
44	CC(C)c1ccc(N(C(=O)c2csnn2)C(C(=O)NC(C)(C)C)c2ccncc2)cc1 (stereo not drawn)	11	2	4	0.3	-3	2
43	CN1CCN(S(=O)(=O)c2ccc(N3CCN(S(=O)(=O)c4cccs4)CC3)nc2)CC1	-4	4	8	-0.7	-4	0

Further entries
item | Compound | VLA-4 inh | procasp3 activ | proCasp7 act | JMJD2C inh | PP1 inh | CTSL1 counter | PP5 primary | core dimer inh | GRK2 aptamer HTS
49 | Cc1ccc(NC(=O)Cc2c(Cl)cccc2Cl)cc1S(=O)(=O)N(C)C | 15 | 2 | 3 | -12 | 2 | -2 | 1.9 | 10 | 1
50 | Cc1ccc2cc(C#N)c(N3CCCN(C(=O)C4CCCO4)CC3)nc2c1C (stereo not drawn) | -26 | -4 | -20 | 5 | -4 | 6 | 4.3 | 39 | 0
51 | C[N+](C)(C)CCN(Cc1ccc(Cl)cc1)c1ccccn1 | -5 | -2 | 6 | -10 | 2 | 1 | 0.6 | -6 | 0
52 | C/C(=N\N=C(N)N)c1cccc([N+](=O)[O-])c1 | -4 | 1 | 0 | -4 | -11 | 4 | -0.8 | -5 | 1
53 | Cc1ccc(S(=O)(=O)NCc2c(-c3ccccc3)c3cc(Cl)ccc3[nH]c2=O)cc1 | -13 | -5 | -8 | -3 | -2 | 9 | 7.0 | 9 | 0
54 | Cc1cccc(Oc2ncc(-c3ccc(Cl)cc3)cn2)c1C | 26 | 3 | -5 | -24 | -3 | 2 | 0.1 | 10 | 2
55 | COCOc1ccc(-c2cc(=O)c3c(O)cc(OCOC)cc3o2)cc1 | 14 | 14 | 6 | 2 | -4 | 0 | 0.3 | -1 | 3
56 | CCCCc1ccc(-n2c(Cc3cccs3)n[nH]c2=S)cc1 | 55* | -13 | -8 | -2 | 1 | 10 | 0.0 | 12 | 0
57 | Cc1cccc(-n2c(SCC(=O)Nc3cccc(S(=O)(=O)NC4=NCCCCC4)c3)nc3ccccc3c2=O)c1C | 0 | -6 | -1 | 6 | 3 | 0 | -1.2 | 27 | 0
58 | C(#Cc1ccc2c(c1)COc1c3ccccc3nn1-2)c1ccccc1 | -7 | -5 | 1 | 4 | 3 | 4 | 2.0 | 3 | 0

Outcome played no part in choosing rows. Share with any hit: about 2.6%.
